Source: PubChem
PhoP GFP inhibition – Inhibition of PhoP regulon, Salmonella typhi GFP reporter cells, confirmation, 4 h (AID 1850). Salmonella Typhi PhoP-promoter GFP reporter, fluorescence, 4 h; higher % means a stronger effect. inhibition, % at 50 µM, or IC50 in µM where a hit was titrated. 310,000 tested, 0.33% active; in the data active = a potency from the dose series; inconclusive = inhibition mostly from about 25% at the one dose, without a potency; inactive = the rest, 99 in 100 with inhibition below about 19%;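 note: 0% = induced wells with vehicle and 100% = uninduced wells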
H1N1 NS1A inhibition – H1N1 influenza NS1A inhibitors, functional cell based assay (AID 504329). inhibition, % at 12.5 µM, or IC50 in µM where a hit was titrated. NS1A functional cell-based assay, percent inhibition; higher % means a stronger effect. 340,000 tested, 0.3% active; in the data active = a potency from the dose series; inconclusive = inhibition above about 27% without an active follow-up result; note: strong numbers were not always called active
H37Rv inhibition – M. tuberculosis growth inhibition, HTS (AID 449762); M. tuberculosis H37Rv growth inhibition, 7H9 media; higher % means a stronger effect; inhibition, % at 25 µM; hits with a dose series show IC50 in µM; 330,000 tested, 0.59% active; in the data active = a potency from the dose series; inconclusive = inhibition above about 70% without an active follow-up result;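 note: bacterial growth assessed after seven days of incubation; strong numbers were not always called active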
tuberculosis growth – growth inhibition of non-replicating M. tuberculosis (AID 488890); 320,000 tested, 0.39% active; inhibition, % at 25 µM, or IC50 in µM where a hit was titrated; Mycobacterium tuberculosis non-replicating, growth inhibition; higher % means a stronger effect; in the data active = a potency from the dose series; inconclusive = inhibition mostly from about 82% at the one dose, without a potency; inactive = the rest, 99 in 100 with inhibition below about 76%;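 note: plate controls were DMSO cells for no effect and high antibiotic wells for full effect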
inhibitors of VEEV – inhibitors of VEEV TC-83 cytopathic effect, confirmation, Vero cells (AID 588727); Vero cells, VEEV TC-83 cytopathic effect inhibition; higher % means a stronger effect; one-dose inhibition, % at 20 µM; IC50 in µM for titrated hits; 350,000 tested, 0.13% active; in the data active = a potency from the dose series; inconclusive = inhibition mostly from about 14% at the one dose, without a potency; inactive = the rest, 99 in 100 with inhibition below about 12%; note: strong numbers were not always called active
inhibitors of VEEV 10K pilot screen – also measured in inhibitors of VEEV; calls as there; inhibition, %; measured here: 10K pilot screen inhibition
* hit, by the source's call; i = inactive; ? = inconclusive; / = no result given.

SMILES | PhoP GFP inhibition | H1N1 NS1A inhibition | H37Rv inhibition | tuberculosis growth | inhibitors of VEEV | others
CN1C(=O)NC(NC(=O)c2ccco2)(C(F)(F)F)C1=O (stereo not given) | 6% | 1% | 3% | -3% | i
COCCn1c(SCc2nnc(-c3ccc(OC)c(OC)c3)o2)nnc1-c1ccncc1 | 19% | -10% | 6% | -3% | 0.3%
CCCCCCCCN1[C@@H](CC(=O)O)c2cc(F)ccc2S1(=O)=O | -2% | -16% | 1% | -7% | 0.3%
COC(=O)C1=CO[C@@H](O[C@@H]2OC(CO)[C@@H](O)[C@@H](O)[C@@H]2O)C2C1CC[C@]2(C)O (stereo not given in full) | 0% | 2% | -7% | -9% | 0.3%
COc1cccc(-c2noc(C3CCCN(C(=O)c4ccc(F)cc4F)C3)n2)c1 (stereo not given) | 2% | -1% | 8% | 5% | 0.2%
Cc1nc(NC(=O)c2ccccc2)sc1-c1csc(Nc2ccc(F)cc2)n1 | -20% | / | 2% | 12% | /
Cc1ccccc1Nc1nc(N)nc(CSc2nc3ccccc3c(=O)n2CCCO)n1 | 5% | 2% | 4% | 35% | 11%
CCOc1cc(C(=O)Nc2cc(C(=O)OC)ccc2C)ccc1OCC(=O)N1CCOCC1 | / | -4% | 3% | 3% | 1.4%
Cc1ccc(Cl)cc1NC(=O)CCC(=O)NCc1ccco1 | -9% | -2% | 1% | 0% | 0.3%
COc1ccc(Cl)cc1N1C(=O)c2cccnc2C1=O | 11% | 20% | 2% | -2% | 2.8%
COc1cc(/C=N/NC(=O)C2(O)c3ccccc3-c3ccccc32)ccc1O | -4% | 14% | 6% | -6% | 0.0%
CC(=O)c1cccc(NC(=O)c2cc3nc(C)cc(C)n3n2)c1 | 11% | 0% | 0% | 1% | 2.8%
O=C(NCC1CCCN1S(=O)(=O)c1cccs1)C(=O)Nc1ccccc1 (stereo not given) | -1% | 0% | -2% | 14% | 6.9%
Cc1sc2ncnc(N3CCC(C(=O)Nc4ccc(OC(F)F)c(Cl)c4)CC3)c2c1C | / | 2% | 0% | 37% | 8.9%
O=C(COc1ccc(F)cc1)NCCN1CCCC1 | -3% | 23% | -2% | -6% | 0.7%
COc1ccc(CN(C)C2CCN(C)CC2)cc1OC | -2% | 1% | 0% | -2% | i
Cc1c(Cl)c([N+](=O)[O-])nn1CC(=O)N1CCc2ccccc2C1 | -2% | 1% | 0% | 0% | 1.8%
CCCc1cc(SCC(=O)Nc2c(C)n(C)n(-c3ccccc3)c2=O)n2c(nc3ccccc32)c1C#N | -6% | / | 1% | 19% | /
O=C(CSCCO)N1CCc2ccccc21 | 16% | 0% | -6% | 0% | 3.6%
O=C(Nc1cccc(-c2cscn2)c1)C1CCN(Cc2ccc(CO)o2)CC1 | 1% | 2% | 1% | 1% | 0.8%
O=C(c1ccc(F)cc1)N1CCCN(c2nc(-c3ccccc3)ns2)CC1 | 5% | / | 8% | 2% | 1.6%
CNC(=O)c1[nH]nc2c1CCc1cc(OC)ccc1-2 | 3% | -2% | 6% | 3% | 1.5%
CC1CCN(Cc2c(O)ccc3c2O/C(=C\c2ccco2)C3=O)CC1 | -52% | 5% | -5% | 8% | 0.1%
COC(=O)c1sccc1NC(=S)N1CCC(C)CC1 | -2% | -6% | 2% | 64% | 2.6%
CCC(C)n1cnc2c(c1=O)c1nc3ccccc3nc1n2Cc1ccc(OC)cc1 (stereo not given) | 2% | -3% | -8% | 17% | i
COC(=O)C(NC(=O)c1ccccc1)c1ccccc1 (stereo not given) | 10% | -4% | -13% | 35% | 1.5%
Cc1ccc(OCCn2cc(/C(N)=N/O)c3ccccc32)cc1C | 0% | -13% | 3% | 12% | i
CC(C)c1ccc(N2C(=O)NC(=O)/C(=C/C=C/c3ccco3)C2=O)cc1 | -10% | -7% | ? | 8.7µM* | 0.6%
O=C(CN1CCN(c2nc(-c3ccccc3)cs2)CC1)NNC(=O)c1ccc(Br)cc1 | -6% | 23% | 2% | 6% | 1.8%
O=C(c1cc(COc2cccc(C(F)(F)F)c2)on1)N1CCC(c2ccccc2)CC1 | -6% | -5% | ? | 53% | 1.6%
Cc1nc2ccc(C(=O)N3CCN(c4ccccn4)CC3)cc2s1 | -1% | 6% | -1% | -5% | 3.5%
O=S(=O)(NC1=NCCCCC1)c1ccc(F)cc1F | / | -10% | -10% | 5% | 0.7%
CC1CC(C)CN(C(=O)C2CCN(S(=O)(=O)c3ccc4c(c3)CC(C)N4C(=O)C3CC3)CC2)C1 (stereo not given) | 9% | -3% | -6% | 11% | 1.5%
O=C1CSC(c2ccccc2)N1c1ccc(F)cc1F (stereo not given) | -3% | -2% | -5% | -8% | i
Cc1onc(-c2ccccc2)c1-c1csc(N/N=C/c2ccccc2Cl)n1 | -2% | -6% | -6% | 16% | 0.7%
CCCCCn1c(N)c(-c2nc3ccccc3o2)c2c([N+](=O)[O-])nn(CC)c(=O)c21 | 1% | -1% | 2% | 26% | 1.6%
Cc1nc(NCCOc2ccccc2)sc1C(=O)Nc1ccccc1 | 3% | -4% | 4% | -2% | 0.7%
COc1cc(C=O)ccc1OCCOCCOc1ccccc1Cl | 0% | -8% | 4% | 28% | 1.5%
Cc1ccc(C)c(Nc2ncnc3nc[nH]c23)c1 | / | 12% | 2% | 8% | 0.3%
C=C1C(O)[C@@H]2O[C@]3(CC[C@H](/C=C/C(C)[C@@H]4CC(C)=CC5(O[C@H](C[C@@](C)(O)CO)CCC5O)O4)O3)CC[C@H]2O[C@@H]1C(O)CC(C)[C@H]1OC2(CCCCO2)CCC1C (stereo not given in full) | / | / | -1% | 13% | /

Copied from above, two compounds:
SMILES | PhoP GFP inhibition | H1N1 NS1A inhibition | H37Rv inhibition | tuberculosis growth | inhibitors of VEEV | others
O=C(c1ccc(F)cc1)N1CCCN(c2nc(-c3ccccc3)ns2)CC1 | 5% | / | 8% | 2% | 1.6%
CNC(=O)c1[nH]nc2c1CCc1cc(OC)ccc1-2 | 3% | -2% | 6% | 3% | 1.5%

New compounds follow:
SMILES | PhoP GFP inhibition | H1N1 NS1A inhibition | H37Rv inhibition | tuberculosis growth | inhibitors of VEEV | others
CCOC(=O)c1nc2nc(C)c(Cl)c(=O)n2[nH]1 | 8% | 3% | 2% | -11% | 0.2%
O=C(COc1ccccc1)Nc1ccc(CSc2ccccc2)cc1 | -5% | 3% | 56% | 24% | 2.6%
O=P(Nc1cccnc1)(Oc1ccccc1)Oc1ccccc1 | -3% | 2% | 0% | 12% | 0.5%
COc1ccc(OC)c(S(=O)(=O)N2CCC(C(=O)NCC3CCCO3)CC2)c1 (stereo not given) | -9% | 3% | 1% | -2% | 0.6% | inhibitors of VEEV 10K pilot screen=4.2
Cc1ccc(C)c(NC(=O)CSc2nnc([C@@H](N)Cc3c[nH]c4ccccc34)o2)c1 | 27% | 3% | -1% | 0% | 2.1%
CCOc1ccc(NC(=O)CN(C)C(=O)c2ccc(N3CCCC3)c([N+](=O)[O-])c2)cc1OCC | 3% | 8% | 0% | 15% | 7.3%
COc1cc(C)ccc1Oc1ncnc(N)c1[N+](=O)[O-] | 1% | 3% | 0% | -9% | 3.1%
CCCCS(=O)CC(O)COCC (stereo not given) | -6% | -4% | -14% | -5% | 0.1%
O=C(c1cc(-c2ccncc2)nc2ccccc12)N1CCN(c2ccccc2O)CC1 | -6% | -6% | 5% | 10% | 11%
O=S(=O)(Nc1ccc(-c2ccc(NS(=O)(=O)c3ccccc3)cc2)cc1)c1ccccc1 | / | 1% | / | / | 1.1%
Cc1cc(C)nc(SCC(=O)Nc2ncc(Cc3cccc(Cl)c3)s2)n1 | -5% | -4% | / | 15% | i
CCc1nc(N2CCN(C(=O)c3ccccc3)CC2)c2c3c(sc2n1)CCCC3 | 10% | 2% | 6% | 16% | 9.0%
O=[N+]([O-])c1ccc(Oc2ccc(OCc3ccccc3)cc2)nc1 | 6% | 8% | 1% | 14% | i
O=C1Nc2ccccc2C(O)(C(=O)NCc2ccco2)N1c1ccc(Cl)cc1 (stereo not given) | 7% | 12% | -1% | 13% | 7.1%
Cc1cc(/C=N\NC(=O)c2cccs2)c(C)n1-c1ccc2ncccc2c1 | -3% | 11% | 12µM* | i | 11%
COC(=O)[C@@]1(Cc2ccccc2)[C@H]2c3cc(C(=O)N4CCCC4)n(CCSCCO)c3C[C@H]2CN1C(=O)c1ccccc1 | -3% | / | 1% | 43% | /
Cn1ncc(Br)c1C(=O)NC1CCCCCC1 | 1% | -8% | 5% | 11% | 1.1%
CC(C)(C)S(=O)(=O)c1c(C(=O)O)cccc1C(=O)O | 0% | -7% | -4% | -12% | 3.3%
Cc1cc(C)n(-c2nnc(NC(C)(C)C)nn2)n1 | -7% | -16% | -4% | -9% | 1.3%
COc1ccccc1N1CCN(C(=O)/C=C/c2cccc([N+](=O)[O-])c2)CC1 | -10% | 1% | 5% | 20% | 0.1%
COc1ccc(CCN2CC(C(=O)N3CCC(O)(c4ccccc4)CC3)CCC2=O)cc1 (stereo not given) | 3% | -2% | -3% | 7% | 0.9%
Cc1nn(-c2ccc(F)cc2)c(Cl)c1/C=C(/CCC(=O)O)c1nc2ccccc2s1 | / | -5% | / | / | 4.6%
NNC(=O)C(=O)Nc1ccc(Cl)c(Cl)c1 | -4% | / | ? | 43% | 7.2%
CC(c1ccccc1)n1c(-c2ccncc2)n[nH]c1=S (stereo not given) | 7% | -6% | 0% | -10% | 1.4%
CCCN1C(=O)S/C(=C/c2ccc(N3CCOCC3)o2)C1=O | -70% | -16% | 37% | 66% | 31%
CCNc1nc(NCC)n2c(SCC(=O)c3ccccc3F)nnc2n1 | -2% | -9% | -10% | -7% | 4.5%
Cc1ccc(CC(=O)Nc2cc(C)on2)cc1 | 7% | -21% | 2% | -9% | 0.9%
COc1cccc(OCCCN2CCCCC2)c1 | -5% | -11% | -14% | -7% | 0.6%
N=c1c2c(ncn1CCCO)Oc1c(ccc3ccccc13)C2c1ccccc1 (stereo not given) | 19% | 7% | 4% | 51% | 24%
Cc1ccc(-n2nnnc2SCc2ccc(C(=O)O)cc2)cc1C | -30% | -5% | -12% | -6% | 1.1%
Cc1[nH]c(=O)[nH]c(=O)c1/C=N/NC(=O)[C@H](C)NC(=O)OC(C)(C)C | 4% | 2% | -7% | 7% | 0.8% | inhibitors of VEEV 10K pilot screen=0.9
CNCc1ccccc1Sc1ccc(O)c(O)c1 | 1% | -5% | 3% | / | 1.4%
Cn1ccnc1SCC(=O)c1cccc(C(F)(F)F)c1 | 4% | 6% | 19% | 14% | 0.2%
CC(=O)c1cccc(CN2CCN(CC=C(C)C)C(CCO)C2)c1 (stereo not given) | -9% | -4% | -5% | 21% | 1.7%
CCCNS(=O)(=O)c1ccc(OCC(=O)N2CCN(C)CC2)cc1 | -11% | 5% | -1% | -15% | 0.1%

Some of these compounds in order of heavy-atom count, lowest first:
SMILES | PhoP GFP inhibition | H1N1 NS1A inhibition | H37Rv inhibition | tuberculosis growth | inhibitors of VEEV | others
NNC(=O)C(=O)Nc1ccc(Cl)c(Cl)c1 | -4% | / | ? | 43% | 7.2%
Cc1ccc(CC(=O)Nc2cc(C)on2)cc1 | 7% | -21% | 2% | -9% | 0.9%
Cc1cc(C)n(-c2nnc(NC(C)(C)C)nn2)n1 | -7% | -16% | -4% | -9% | 1.3%
CC(C)(C)S(=O)(=O)c1c(C(=O)O)cccc1C(=O)O | 0% | -7% | -4% | -12% | 3.3%
Cn1ccnc1SCC(=O)c1cccc(C(F)(F)F)c1 | 4% | 6% | 19% | 14% | 0.2%
CCCN1C(=O)S/C(=C/c2ccc(N3CCOCC3)o2)C1=O | -70% | -16% | 37% | 66% | 31%
CC(=O)c1cccc(CN2CCN(CC=C(C)C)C(CCO)C2)c1 (stereo not given) | -9% | -4% | -5% | 21% | 1.7%
CCNc1nc(NCC)n2c(SCC(=O)c3ccccc3F)nnc2n1 | -2% | -9% | -10% | -7% | 4.5%
COc1ccccc1N1CCN(C(=O)/C=C/c2cccc([N+](=O)[O-])c2)CC1 | -10% | 1% | 5% | 20% | 0.1%
N=c1c2c(ncn1CCCO)Oc1c(ccc3ccccc13)C2c1ccccc1 (stereo not given) | 19% | 7% | 4% | 51% | 24%
Cc1nn(-c2ccc(F)cc2)c(Cl)c1/C=C(/CCC(=O)O)c1nc2ccccc2s1 | / | -5% | / | / | 4.6%
COc1ccc(CCN2CC(C(=O)N3CCC(O)(c4ccccc4)CC3)CCC2=O)cc1 (stereo not given) | 3% | -2% | -3% | 7% | 0.9%
